Screening results from PubChem.
E coli WT exp – growth inhibitors of E. coli BW25113 wild type | 98,000 tested, 0.15% active | OD600 absorbance | growth inhibition, % at 100 µM;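 active means growth inhibition above about 50% at one test dose, limit read from the data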;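 further: growth measured after 20 h incubation at 37 °C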
hDAT+cocaine – human DAT dopamine uptake with cocaine, either direction. Q01959. LLC-PK1 hDAT cells, [14C]-dopamine uptake with cocaine IC80; actives deviate in either direction. B-score at 10 µM. 110,000 tested, 1.3% active. AID 449768;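 active means Z score or B-score, a plate-position-corrected score, falls beyond the plate's 99.7% confidence bounds, in either direction; inactive means both scores lie inside the 99.7% bounds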;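 further: scored against the spread of the other compound wells on the same plate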
Target sequence (Q01959 whole entry, looked up): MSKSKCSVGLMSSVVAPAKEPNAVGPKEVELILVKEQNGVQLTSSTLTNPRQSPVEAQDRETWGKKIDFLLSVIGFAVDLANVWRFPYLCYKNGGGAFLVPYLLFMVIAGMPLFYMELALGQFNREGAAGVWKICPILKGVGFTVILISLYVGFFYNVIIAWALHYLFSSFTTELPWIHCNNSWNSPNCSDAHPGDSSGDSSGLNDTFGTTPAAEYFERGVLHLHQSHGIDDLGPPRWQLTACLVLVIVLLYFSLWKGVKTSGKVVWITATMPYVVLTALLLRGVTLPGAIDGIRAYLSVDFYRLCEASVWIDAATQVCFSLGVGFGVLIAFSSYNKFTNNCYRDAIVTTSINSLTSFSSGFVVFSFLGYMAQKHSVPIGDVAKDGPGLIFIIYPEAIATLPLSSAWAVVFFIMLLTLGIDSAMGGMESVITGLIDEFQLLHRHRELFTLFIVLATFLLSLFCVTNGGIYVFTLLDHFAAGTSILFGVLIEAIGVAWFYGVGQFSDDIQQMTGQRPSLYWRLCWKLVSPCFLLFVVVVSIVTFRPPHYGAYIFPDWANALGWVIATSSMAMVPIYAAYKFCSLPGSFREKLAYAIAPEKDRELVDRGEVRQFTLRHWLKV
Starred values were filed as active, the others as inactive. The list is partial; rates above refer to the full screens.

SMILES	E coli WT exp	hDAT+cocaine
CCOc1cc(-c2nnc(-c3ccco3)o2)cc(OCC)c1OCC	-3.0	-0.534
O=C(Cn1cc2c(n1)CCCC2)N1CCc2ccccc21	6.0	0.113
O=C(O)c1ccc(CNC(=O)c2ccc(Br)o2)cc1	-28.0	-0.0554
Cn1cnnc1SCC(=O)c1c[nH]c2ccccc12	14.0	0.0868
Cn1c(COc2ccccc2)nnc1SCC(=O)Nc1ccc2c(c1)OCO2	-1.0	1.02
CN1C(=O)c2c(sc3c2CCCC3)NC1c1ccccc1O (stereo not drawn)	-1.0	0.405
CCCn1c(CN2CCCCC2C)nc2c1c(=O)n(C)c(=O)n2C (stereo not drawn)	2.0	0.176
CCOc1ccc(Cn2nnc(C(=O)Nc3ccc(OC)cc3OC)c2N)cc1	-13.0	-0.54
CCCCCOc1ccccc1C(=O)NCCCC(=O)O	-9.0	-0.929
CCn1c(Cn2nnc(-c3ccccc3)n2)nnc1SCC(=O)Nc1ccc(N(C)C)cc1	2.0	0.481
Cc1cc2c(=O)n(CC(=O)NCC(=O)N3CCN(Cc4ccccc4)CC3)cnc2s1	4.0	-0.0133
COC(=O)c1c(N)n(-c2ccc(NC(C)=O)cc2)c2nc3ccccc3nc12	5.0	-0.0881
CC(=O)Nc1cccc(NC(=O)c2ccco2)c1	9.0	0.472
Clc1cc2c(c(Cn3cnc4ccccc43)c1)OCOC2	-7.0	-0.0955
CCOc1ccc(Nc2nc(Cc3nnc(SCC(N)=O)o3)cs2)cc1	1.0	0.184
CN(Cc1ccccc1)C(=O)C1CCN(Cc2ccc(F)cc2)CC1	-2.0	0.278
CCOc1ccc(C(=O)NCCCN(CC)CC)cc1	-8.0	-0.33
O=C(Nc1cccc2cccnc12)c1cccc(N2C(=O)CCC2=O)c1	-12.0	0.73
Cc1ccc(C)c(N2CCN(CC(=O)Nc3ccc4[nH]c(=O)[nH]c4c3)CC2)c1	-7.0	-0.0962
Cc1ccc(-c2ccc(S(=O)(=O)N3CCN(C)CC3)cc2)cc1	-7.0	-0.442
Clc1ccc(Cn2cc(/C=N/n3cnnc3)c3ccccc32)cc1	3.0	1.13
O=C(c1ccc2nc(N3CCCCC3)sc2c1)N1CCN(Cc2ccc3c(c2)OCO3)CC1	-4.0	1.11
Cc1cc(C(F)(F)F)nn1CCCNC(=O)c1cnccn1	4.0	-0.0441
Cc1cc(C(=O)Nc2sc3c(c2C#N)CCCC3)no1	2.0	-1.54
Cn1c(=O)[nH]c(=O)c2c1nc(CN1CCN(c3ccccc3F)CC1)n2CC(N)=O	5.0	-0.182

Record cards, from the list above:
`CCOc1ccc(C(=O)NCCCN(CC)CC)cc1` as listed: E coli WT exp: -8.0; hDAT+cocaine: -0.33
`Clc1ccc(Cn2cc(/C=N/n3cnnc3)c3ccccc32)cc1` as listed: E coli WT exp: 3.0; hDAT+cocaine: 1.13

Further entries follow:
SMILES	E coli WT exp	hDAT+cocaine
COc1cc(C(=O)Nc2nc(OC)c(-c3ccccc3)c(OC)n2)cc(OC)c1OC	-5.0	-0.857
Cc1ccc2c(c1)-c1c(cnn1CC(=O)Nc1ccccc1N1CCN(C)CC1)CO2	6.0	0.444
COc1ccc(OCC(=O)N(C)Cc2ccccc2)cc1	2.0	-0.181
Cc1ccc(C(c2sc3ncnn3c2O)N2CCC(C)CC2)cc1 (stereo not drawn)	5.0	1
O=C(NCc1ccco1)c1nnc(Cc2ccc(F)cc2)o1	6.0	-0.705
CCn1c(SCC(=O)Nc2nnc(C)s2)nc2c(c1=O)SC(C)C2 (stereo not drawn)	-5.0	-0.299
CCOC(=O)CCCNC(=O)COC(=O)c1cccc(C)c1O	-8.0	-0.412
O=C1CC(c2cccnc2)c2cc3c(cc2N1)OCO3 (stereo not drawn)	6.0	-0.132
CCN(CC)c1nc(-c2nn[nH]n2)nc(N(CC)CC)n1	1.0	0.516
Cc1ccc(NC(=O)c2cc(S(=O)(=O)N3CCOCC3)ccc2F)c(C)c1	8.0	0.864
CC1(C)CC(=O)C2=C(C1)OC(N)=C(C#N)C2c1ccccc1OC(=O)N1CCOCC1 (stereo not drawn)	-3.0	-0.902
O=C(CN1C(=O)CCSc2ccccc21)Nc1ccc2c(c1)OCO2	-5.0	-0.667
CN(C)c1ncc(C(=O)O)cn1	-10.0	0.536
Cc1noc(C)c1CSCC(=O)OCc1nc2ccccc2c(=O)n1CC#N	4.0	0.344
CCC(C)SCc1nc2ccccc2[nH]1 (stereo not drawn)	13.0	0.607
CC1CCN(C(=O)COc2ccccc2F)CC1	1.0	-0.231
Cc1cc(C(=O)N2CCN(c3ccccn3)CC2)c(C)o1	3.0	-0.375
O=C(NCc1ccco1)c1nc(-c2ccccc2)n(-c2ccccc2)n1	-4.0	0.456
O=C(NCC1COc2ccccc2O1)C1C2C=CC3(CN(Cc4ccccc4Cl)C(=O)C13)O2 (stereo not drawn)	5.0	-1.25
O=C(CN1C(=O)c2ccccc2C1=O)NCc1ccccn1	2.0	1.05
O=C(NC1CC2CCCC(C1)N2C(=O)NCc1ccccc1)C1CC1 (stereo not drawn)	4.0	-0.031
Brc1ccc2nc3c(n2c1)CCCC3	26.0	-0.73
CCCCN(CCCC)S(=O)(=O)c1ccc(OC)c2ncccc12	-3.0	0.902
CN(C)C=NCCn1c(N2CCOCC2)nc2c1c(=O)n(C)c(=O)n2C	4.0	-0.871
CCN(CC)C(=O)CSc1nnc(CCN)o1	-5.0	-0.438

Fetched one by one from the entries so far:
SMILES	E coli WT exp	hDAT+cocaine
CCOc1ccc(C(=O)NCCCN(CC)CC)cc1	-8.0	-0.33
CCOc1cc(-c2nnc(-c3ccco3)o2)cc(OCC)c1OCC	-3.0	-0.534
O=C(NCc1ccco1)c1nc(-c2ccccc2)n(-c2ccccc2)n1	-4.0	0.456
Cc1ccc2c(c1)-c1c(cnn1CC(=O)Nc1ccccc1N1CCN(C)CC1)CO2	6.0	0.444

Additional structures follow.
SMILES	E coli WT exp	hDAT+cocaine
COc1ccccc1S(=O)(=O)Cc1ccc(C(=O)N2CCN(c3ccc(C)cc3)C(C)C2)o1 (stereo not drawn)	-10.0	1.56
O=C(O)CCCC(=O)Nc1ccn(-c2ccccc2)n1	-17.0	-0.313
C(=N\n1cnnc1)/c1ccc2c(c1)OCCO2	6.0	0.0673
CC(NC(=O)NC1CCCCC1)C(c1cccs1)N1CCN(C)CC1 (stereo not drawn)	7.0	0.13
COc1ccc(C(=O)CSc2cc(C)nc3nc(C)nn23)cc1OC	-3.0	1.24
Cc1cc(C)nc(SCSc2nc(C)cc(C)n2)n1	-6.0	0.311
COc1cccc(C(=O)Cn2c(N3CCOCC3)nc3c2c(=O)n(C)c(=O)n3C)c1	-3.0	1.3
Cc1[nH]nc2c1C1(CCN(C(=O)OCc3ccccc3)CC1)C(C#N)=C(N)O2	8.0	1.11
CCOC(=O)C1=C(C)NC(SCC(=O)O)=NC1c1ccccc1 (stereo not drawn)	8.0	-1.03
CCOC(=O)c1cnc(SCC(=O)c2ccc3c(c2)OCCO3)nc1N	-10.0	-0.568
COC(=O)c1ccc(NC(=O)CN2CCN(c3ccc(Cl)cc3)CC2)cc1	0.0	-0.913
OC1CC(c2ccco2)NC2(CCCCC2)C1 (stereo not drawn)	1.0	-0.0834
CC(=O)NC(C1C(=O)CC(C)(C)CC1=O)(C(F)(F)F)C(F)(F)F	-6.0	-1.36
Cc1ccc(Cn2c(SCCN3CCOCC3)nc3c2c(=O)n(C)c(=O)n3C)cc1	9.0	0.63
COCCN(CCOC)S(=O)(=O)c1ccc(C(=O)NC2CCN(Cc3ccccc3)CC2)cc1	-5.0	-1.13
O=C(CSc1nc2ccccc2[nH]1)NCCCn1ccnc1	3.0	-1
CCSc1n[nH]c(=O)[nH]c1=O	-14.0	-0.74
COc1cc(OC)cc(OCC(O)Cn2ccnc2)c1 (stereo not drawn)	-6.0	-1.8
Cc1ccc2nsnc2c1S(=O)(=O)N1CCN(C(=O)C2CCCO2)CC1 (stereo not drawn)	1.0	-0.494
c1ccc(Cn2nnc3c(N4CCC5(CC4)OCCO5)ncnc32)cc1	-4.0	0.215
Cn1c(C(C#N)C(=O)Cc2cccc3ccccc23)nc2ccccc21 (stereo not drawn)	-13.0	0.00556
CCCNc1nc2c(c(=O)[nH]c(=O)n2C)n1CCc1ccccc1	5.0	0.0755
O=C(NCc1ccc2c(c1)OCO2)c1cccs1	-4.0	1.02
Cc1ccc(N2CCN(c3ccc(C)cc3)C2c2ccccn2)cc1	-13.0	0.406
COc1ccc(CCNC(=O)CCS(=O)(=O)c2cccc3nsnc23)cc1OC	5.0	-1.02

More entries:
SMILES	E coli WT exp	hDAT+cocaine
O=C(CCNS(=O)(=O)c1cccc2nonc12)NC1CCCc2ccccc21 (stereo not drawn)	-5.0	-0.136
CCOC(=O)c1c(C)nc2ccccn12	-3.0	0.707
O=C(NCc1ccc2c(c1)OCO2)c1cc(S(=O)(=O)N2CCCCC2)ccc1F	-4.0	-1.21
Cc1c(C(=O)NCCCN2CCOCC2)sc2ncnc(N3CCN(c4ccccc4)CC3)c12	0.0	0.824
COCC(C)n1c(C)cc(C(=O)COc2ccc(S(=O)(=O)N3CCOCC3)cc2Cl)c1C (stereo not drawn)	0.0	-1.05
O=C(Cn1nnc(-c2ccccc2)n1)c1ccccc1	2.0	-0.216
Cc1c(N=Cc2ccco2)c(=O)n(-c2ccccc2)n1C	0.0	0.309
CCCOC(=O)CCNc1n[nH]c(=O)[nH]c1=O	5.0	0.152
CCOC(=O)c1ccc(NC(=O)NCCN2CCCCC2)cc1	4.0	-0.365
Cc1c(C(=O)NCc2cccnc2)oc2ccc(S(=O)(=O)N3CCCC(C)C3)cc12 (stereo not drawn)	-9.0	2.33
COc1cc(C(=O)N(CCc2ccccc2)C2CC3CCC(C2)N3C)cc(OC)c1OC (stereo not drawn)	9.0	0.819
COc1ccc(OCC(=O)Nc2cccc3cccnc23)cc1	-9.0	0.15
CCN(CC)c1ccc(NC(=O)C2CC3CCC2C3)cc1 (stereo not drawn)	6.0	3.2
c1ccc(Cn2nnnc2C(c2cccs2)N2CCc3ccccc3C2)cc1 (stereo not drawn)	-11.0	0.711
COc1ccc(-n2c(=O)cc(N3CCN(c4ccccc4OC)CC3)[nH]c2=O)cc1	-1.0	-1.29
CCn1cc(C(=O)NCCCN2CCC(C)CC2)c(=O)c2cc(S(=O)(=O)N3CCCC3)ccc21	7.0	-0.684
O=C(COC(=O)CCc1ccc(S(=O)(=O)N2CCCCC2)cc1)Nc1ccc2c(c1)OCO2	-15.0	-0.827
O=c1[nH]c2ccc(S(=O)(=O)NCc3ccccn3)cc2s1	4.0	-0.238
O=C(CCN1C(=O)c2ccccc2C1=O)NCc1ccncc1	5.0	-0.937
CC1CCCCN1C(=O)CSCC(=O)Nc1nc(-c2cccs2)cs1 (stereo not drawn)	-6.0	0.0101
c1nc(N2CCCCC2)c2[nH]cnc2n1	9.0	-0.311
CCCC(=O)C1=C(SCC)CC(C)(C)C(C(=O)OC)C1=O (stereo not drawn)	1.0	0.00159
O=C(Nc1ccccc1)N1CCCC(c2nc(-c3cccs3)no2)C1 (stereo not drawn)	6.0	1.06
Cc1c(C(=O)NCCCN2CCCC2=O)oc2ccc(S(=O)(=O)N3CCOCC3)cc12	5.0	0.00271
N#CC1=C(N)N(c2ccccc2Sc2ccccc2)C(=O)C1	3.0	2.1

3 compounds out of the list, arranged by count of non-hydrogen atoms, smallest number first:
SMILES	E coli WT exp	hDAT+cocaine
CCN(CC)c1nc(-c2nn[nH]n2)nc(N(CC)CC)n1	1.0	0.516
CCCCN(CCCC)S(=O)(=O)c1ccc(OC)c2ncccc12	-3.0	0.902
Cn1c(=O)[nH]c(=O)c2c1nc(CN1CCN(c3ccccc3F)CC1)n2CC(N)=O	5.0	-0.182

Single entries from the results shown.
In E coli WT exp, CCn1cc(C(=O)NCCCN2CCC(C)CC2)c(=O)c2cc(S(=O)(=O)N3CCCC3)ccc21 reads 7.0
In hDAT+cocaine, O=C(CCNS(=O)(=O)c1cccc2nonc12)NC1CCCc2ccccc21 (stereo not drawn) reads -0.136

Next section.
SMILES	E coli WT exp	hDAT+cocaine
CC(C)(C)NC(=O)NC(=O)COC(=O)COc1ccc2c(c1)CCC2	-5.0	0.753
CC(C)(C)NC(=O)NC(=O)COC(=O)c1ccco1	10.0	-0.25
COCC(=O)NCc1nc2ccccc2[nH]1	5.0	-0.483
Cc1nc2ccccc2c2oc(C(=O)N3CCC(N4CCCCC4)CC3)cc12	2.0	0.349
CCn1c(C(=O)NCc2ccccn2)cc2sccc21	1.0	-1.29
Cc1ccc(CNC(=O)CCCn2c(=O)c3ccccc3n(CC(=O)NC3CCCC3)c2=O)cc1	-2.0	-0.577
O=S(=O)(c1ccccc1)c1ccc(NCc2ccco2)cc1	1.0	0.00776
O=c1nccc(NCc2ccco2)[nH]1	-18.0	0.215
Cc1cc(Nc2ccccc2)n(-c2nc3ccccc3[nH]2)n1	-10.0	0.598
COC1(OC)N=C(N)C2(C#N)C(c3ccc(F)cc3)C12C#N (stereo not drawn)	-2.0	0.0185
O=C(c1ccco1)N1CCN(C(=O)C2Cc3ccccc3CN2S(=O)(=O)c2ccc(F)cc2)CC1 (stereo not drawn)	-7.0	0.703
COc1ccccc1-n1c(=S)sc2c(=O)n(Cc3ccco3)c(SC)nc21	-15.0	-0.0138
COC(=O)C(CCSC)NC(=O)CNC(=O)C1CCCCC1 (stereo not drawn)	-11.0	-1.39
CCOC(=O)C1CCN(C(C(=O)NC2CCCCC2)c2ccc(OC)cc2)CC1 (stereo not drawn)	-2.0	0.0248
Cc1nc2ccccc2c2oc(C(=O)N3CCN(C4CCCCC4)CC3)cc12	10.0	1.54
CC(C)N1CCc2c(sc(NC(=O)c3ccc(S(=O)(=O)N4CCOCC4)cc3)c2C#N)C1	-1.0	-0.632
CCCCc1ccc(NC(=O)OC)cc1	7.0	0.113
COc1cccc(N(C(=O)Cn2nnc3ccccc32)C(C(=O)NCc2ccco2)c2cccnc2)c1 (stereo not drawn)	-4.0	-0.427
